# inhibitors of VEEV – inhibitors of VEEV TC-83 cytopathic effect, confirmation, Vero cells (AID 588727); one-dose inhibition, % at 20 µM; IC50 in µM for titrated hits; Vero cells, VEEV TC-83 cytopathic effect inhibition; higher % means a stronger effect; actives 0.13% (n = 350,000); in the data active = a potency from the dose series; inconclusive = inhibition mostly from about 14% at the one dose, without a potency; inactive = the rest, 99 in 100 with inhibition below about 12%; note: strong numbers were not always called active
# Salmonella PhoP GFP – Inhibition of PhoP regulon, Salmonella typhi GFP reporter cells, confirmation, 4 h (AID 1850); one-dose inhibition, % at 50 µM; IC50 in µM for titrated hits; actives 0.33% (n = 310,000); Salmonella Typhi PhoP-promoter GFP reporter, fluorescence, 4 h; higher % means a stronger effect; in the data active = a potency from the dose series; inconclusive = inhibition mostly from about 25% at the one dose, without a potency; inactive = the rest, 99 in 100 with inhibition below about 19%;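 note: 0% = induced wells with vehicle and 100% = uninduced wells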
# tuberculosis growth – growth inhibition of non-replicating M. tuberculosis (AID 488890); Mycobacterium tuberculosis non-replicating, growth inhibition; higher % means a stronger effect; one-dose inhibition, % at 25 µM; IC50 in µM for titrated hits; actives 0.39% (n = 320,000); in the data active = a potency from the dose series; inconclusive = inhibition mostly from about 82% at the one dose, without a potency; inactive = the rest, 99 in 100 with inhibition below about 76%;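 note: plate controls were DMSO cells for no effect and high antibiotic wells for full effect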
# M. tuberculosis HTS – M. tuberculosis growth inhibition, HTS (AID 449762); inhibition, % at 25 µM; hits with a dose series show IC50 in µM; M. tuberculosis H37Rv growth inhibition, 7H9 media; higher % means a stronger effect; actives 0.59% (n = 330,000); in the data active = a potency from the dose series; inconclusive = inhibition above about 70% without an active follow-up result;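 note: bacterial growth assessed after seven days of incubation; strong numbers were not always called active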
# H1N1 NS1A inhibition – H1N1 influenza NS1A inhibitors, functional cell based assay (AID 504329). inhibition, % at 12.5 µM; hits with a dose series show IC50 in µM. NS1A functional cell-based assay, percent inhibition; higher % means a stronger effect. actives 0.3% (n = 340,000); in the data active = a potency from the dose series; inconclusive = inhibition above about 27% without an active follow-up result; note: strong numbers were not always called active
# inhibitors of VEEV 10K pilot screen – second read-out of inhibitors of VEEV, no call of its own (marks repeat the call); inhibition, %; measured here: 10K pilot screen inhibition
# An asterisk follows results filed as active; i = inactive; ? = inconclusive; / = not tested or not shown; & = joins results of further samples.
SMILES,inhibitors of VEEV,Salmonella PhoP GFP,tuberculosis growth,M. tuberculosis HTS,H1N1 NS1A inhibition,others
COc1ccc(-c2csc(NC(C)c3nc4cc(Cl)c(N5CCCCC5)cc4n3CCCO)n2)cc1 (stereo not given),2.8%,-10%,68%,11µM*,12%,
C=CCn1c(O)c(C=Nc2ccc(OC)cc2C)c(=O)[nH]c1=O,1.0%,-10%,-9%,10%,16%,
CCOC(=O)N1CCN(C(=O)c2cc3c(-c4ccc(Cl)cc4)nn(C)c3s2)CC1,6.9%,-6%,/,12%,6%,
COc1cc(C(=O)NCCCc2ccccc2)cc(OC)c1OC,0.6%,5%,-13%,5%,-8%,
C/C(=N/NC(=O)CN1CCN(S(=O)(=O)c2ccc(C)cc2)CC1)c1cccc(O)c1,1.5%,10%,-7%,4%,-12%,
CCCCn1c(N)c(N(CCOC)C(=O)c2ccc(COc3ccccc3)o2)c(=O)[nH]c1=O,4.1%,-2%,-17%,0%,-12%,
CC(=O)N1CCN(c2nnc(-c3ccccc3)c3ccccc23)CC1,i,2%,13%,-3%,-1%,
CCn1c(C)cc(/C=C2\SC(=O)N(CC(=O)Nc3ccc(C)c(C)c3)C2=O)c1C,11%,-10%,-19%,0%,1%,
Cc1c(C(C)C)c(=O)n(-c2ccc(S(=O)(=O)NC3CC3)cc2)n1C,i,1%,-5%,-7%,4%,
CCOC(=O)c1cnc2c(c(C)nn2CC)c1Cl,1.1%,-4%,-19%,-3%,-7%,
CCC(C)c1ccc(S(=O)(=O)N2CCN3CCCC3C2)cc1 (stereo not given),1.3%,7%,-14%,0%,-1%,
Cc1c(C)c2c(c(C)c1O)CC[C@@](C)(CCC[C@H](C)CCC[C@H](C)CCCC(C)C)O2,1.9%,-4%,7%,3%,-6%,
COC(=O)n1c(=S)oc2cc(Cl)ccc21,/,8%,74%,-6%,/,
CCOc1ccc(NC(=O)C2CC(C)=C(C)CC2C(=O)O)cc1 (stereo not given),5.2%,-5%,11%,?,5%,
Clc1ccc(Cc2ccccn2)cc1,0.1%,/,/,/,0%,
CC(C)(C)c1ccc(OCC(=O)Nc2ccncc2)cc1,i,2%,?,-2%,1%,
CC(C)c1ccc(NC(=O)C2CCC(CNC(=O)[C@@H]3Cc4ccccc4CN3)CC2)cc1 (stereo not given in full),5.5%,1%,12%,3%,-4%,
COc1cccc(NS(=O)(=O)c2ccc(C)c(C(=O)N3CCCCC3)c2)c1,4.1%,-8%,-2%,4%,-19%,
Cc1cc(C2=NNC(=Nc3ccc(S(=O)(=O)N4CCOCC4)cc3)SC2)c(C)n1CC1CCCO1 (stereo not given),1.2%,-2%,-7%,0%,-2%,
Cc1cc(C)cc(OCC(=O)NN2Cc3ccccc3C2=N)c1,0.5%,4%,-8%,-1%,3%,
CC1CCC(NC(=O)CC2Oc3ccccc3NC2=O)CC1 (stereo not given),1.1%,-16%,12%,-6%,-4%,
CSc1nc(C)c(CCO)c(=O)[nH]1,0.5%,1%,-5%,-8%,3%,
CCC(C)NC(=O)c1ccc(NC(=O)CC2SC(N3CCCC3)=NC2=O)cc1 (stereo not given),i,/,-8%,-7%,4%,
O=S(=O)(Nc1cccc(S(=O)(=O)N2CCCC2)c1)c1cccc(Br)c1,4.8%,/,19%,-4%,-3%,
ClCc1csc(-c2ccccc2Cl)n1,4.0%,-11%,-14%,12%,-2%,

# A draw from above in order of length of the SMILES, ascending:
SMILES,inhibitors of VEEV,Salmonella PhoP GFP,tuberculosis growth,M. tuberculosis HTS,H1N1 NS1A inhibition,others
Clc1ccc(Cc2ccccn2)cc1,0.1%,/,/,/,0%,
CSc1nc(C)c(CCO)c(=O)[nH]1,0.5%,1%,-5%,-8%,3%,
CCOc1ccc(NC(=O)C2CC(C)=C(C)CC2C(=O)O)cc1 (stereo not given),5.2%,-5%,11%,?,5%,

# Next structures.
SMILES,inhibitors of VEEV,Salmonella PhoP GFP,tuberculosis growth,M. tuberculosis HTS,H1N1 NS1A inhibition,others
O=C(NCCN1CCOCC1)c1cccc2c1C(=O)c1ccc(N3CCCC3)cc1S2(=O)=O,0.6%,/,1%,4%,11%,
CN(CC(=O)NCCN1CCOCC1)S(=O)(=O)c1ccc(Cl)cc1,i,/,-12%,-3%,-1%,
CCOc1ccc(NC(=O)N(CCN2CCOCC2)Cc2ccc3c(c2)CCCN3CC)cc1,1.5%,-22%,28%,-3%,17%,
Cc1ccc(C(=O)Nc2cccc(C(=O)NCc3ccccc3)c2)cc1,2.0%,1%,-11%,-5%,28%,
Cn1nc(C(=O)N2CCN(S(=O)(=O)/C=C/c3ccccc3)CC2)c2ccccc2c1=O,0.0%,-6%,2%,-10%,32%,
c1ccc(CCNc2ncnc3nc[nH]c23)cc1,1.3%,10%,2%,7%,-2%,
O=C(Cn1c(=O)c(=O)n(Cc2ccccc2)c2ccc(Cl)cc21)Nc1cccc(F)c1,0.5%,-2%,15%,8%,5%,
CCOC(=O)CSc1ccc(S(=O)(=O)N(CC)CC)cc1[N+](=O)[O-],2.7%,3%,?,37%,13%,
O=C(NCc1cccc(C(F)(F)F)c1)C1CC(c2c(Cl)cccc2Cl)=NO1 (stereo not given),5.3%,-3%,31%,4%,-7%,inhibitors of VEEV 10K pilot screen=10
Nc1[nH]n(-c2ccccc2)c(=O)c1N=Nc1ccc2c(c1)OCCO2,9.7%,-7%,13%,5%,29µM*,
NS(=O)(=O)c1cc(C(=O)O)c(NCc2ccco2)cc1Cl,1.2%,-16%,9%,41%,1%,
OC(CCN1CCCCC1)(c1ccccc1)c1ccccc1,2.1%,0%&-6%,3%,-14%,4%,
CCN(C(=O)CSc1nnnn1C)C1CCCCC1,i,/,0%,2%,-3%,
O=C(O)[C@H](Cc1ccccc1)N1C(=O)c2ccncc2C1=O,i,-9%,-5%,-7%,-6%,
CN1CCN(S(=O)(=O)c2ccc(NC(=O)C3CCCCC3)cc2)CC1,1.2%,4%,1%,-8%,8%,
Cc1ccc2c(c1)C=CC(C#N)N2C(=O)c1ccccc1 (stereo not given),0.3%,-4%,1%,-3%,-8%,
COC(=O)CCC(=O)NC1CC(C)(C)Cc2c1cnn2-c1ccccc1 (stereo not given),0.6%,2%,1%,2%,-5%,
Cc1ccc(S(=O)(=O)Cn2nnnc2CN2CCOCC2)cc1,1.0%,-8%,8%,1%,-1%,
O=C(Cc1ccccc1)NN1C(=O)C2C3C=CC(C3)C2C1=O (stereo not given),0.7%,-32%,-1%,-1%,-12%,
CC12CCC(=O)N1C(C(=O)Nc1nc(-c3ccc(F)c(F)c3)cs1)CS2 (stereo not given),1.9%,-9%,-7%,3%,-1%,
CC(C)CC(=O)Nc1nnc(S(=O)(=O)N2CCCCCC2)s1,1.3%,5%,-6%,7%,4%,
CC(=O)N/C(=C\c1ccccc1)C(=O)OCc1ccccc1,1.1%,2%,9%,5%,-12%,
COc1cc(-c2nnc(SCC3(c4ccc(Br)cc4)OCCO3)o2)cc(OC)c1OC,8.1%,7%,3%,2%,6%,
CC(C)(C)OC(=O)CC[C@@H](C(=O)N1CCN(C(=O)OC(C)(C)C)CC1)n1cc(C(CO)NC(=O)OC(C)(C)C)nn1 (stereo not given in full),i,-7%,9%,1%,-11%,
Nc1c(C(=O)OCC(=O)Nc2ccc(OC(F)F)cc2)[nH]c(=O)[nH]c1=O,1.8%,/,0%,-8%,2%,

# Grouped by structure, the compounds so far with two or more sulfur atoms.
SMILES,inhibitors of VEEV,Salmonella PhoP GFP,tuberculosis growth,M. tuberculosis HTS,H1N1 NS1A inhibition,others
Cc1cc(C2=NNC(=Nc3ccc(S(=O)(=O)N4CCOCC4)cc3)SC2)c(C)n1CC1CCCO1 (stereo not given),1.2%,-2%,-7%,0%,-2%,
O=S(=O)(Nc1cccc(S(=O)(=O)N2CCCC2)c1)c1cccc(Br)c1,4.8%,/,19%,-4%,-3%,
CCOC(=O)CSc1ccc(S(=O)(=O)N(CC)CC)cc1[N+](=O)[O-],2.7%,3%,?,37%,13%,
CC12CCC(=O)N1C(C(=O)Nc1nc(-c3ccc(F)c(F)c3)cs1)CS2 (stereo not given),1.9%,-9%,-7%,3%,-1%,
CC(C)CC(=O)Nc1nnc(S(=O)(=O)N2CCCCCC2)s1,1.3%,5%,-6%,7%,4%,

# Following part.
SMILES,inhibitors of VEEV,Salmonella PhoP GFP,tuberculosis growth,M. tuberculosis HTS,H1N1 NS1A inhibition,others
Cc1cc(/C=N/Nc2ccc([N+](=O)[O-])cn2)c(C)n1-c1ccccc1,1.9%,9%,8%,-5%,-3%,
O=[N+]([O-])c1ccc(NCCNc2ccc([N+](=O)[O-])cc2)cc1,i,/,/,/,2%,
Cc1ccc(/C=C(\C#N)C(=O)NC(C)C)o1,0.7%,13%,-5%,-4%,-8%,
O=C(c1ccccc1)N1CCSC1=S,2.0%,1%,-1%,2%,-6%,
Cn1c(CN2CCOCC2)nnc1SCC(=O)Nc1cccc(C(F)(F)F)c1,i,2%,7%,3%,-7%,
CCCOP(=O)(OCCC)C(Nc1ccc(C(C)C)cc1)c1ccc([N+](=O)[O-])cc1 (stereo not given),3.2%,-12%,5%,4%,11%,
Cc1c(=O)n(OCc2ccccc2F)c2ccccc2[n+]1[O-],3.5%,5%,-10%,-4%,2%,
CCOC(=O)C1CCCN(S(=O)(=O)c2cn(C)c(=O)n(C)c2=O)C1 (stereo not given),0.8%,-1%,-6%,5%,6%,
Cc1ccc(OCCNS(=O)(=O)c2ccc(N3CCCC3=O)cc2)cc1C,i,-12%,1%,-1%,-3%,
CC(C)CN(C(=O)COC(=O)CNC(=O)c1ccccc1F)c1c(N)n(Cc2ccccc2)c(=O)[nH]c1=O,0.4%,3%,-2%,-8%,-25%,
Cc1n[nH]c(C)c1C(=O)CC1(O)C(=O)N(CCc2ccccc2)c2ccc(Cl)cc21 (stereo not given),6.2%,-4%,18%,3%,-1%,
O=C(Nc1nnc(SCC(=O)N2CCCCC2)s1)c1c(F)cccc1F,i,-14%,-18%,2%,0%,
O=C1CC(NS(=O)(=O)c2cccs2)CN1c1ccc(Cl)cc1 (stereo not given),6.9%,-1%,3%,11%,2%,
Cc1cc([N+](=O)[O-])cnc1N1CCOCC1,0.5%,-4%,-3%,2%,0%,inhibitors of VEEV 10K pilot screen=0.4
C[C@H](CO)N1C[C@H](C)[C@@H](CN(C)S(=O)(=O)c2ccc(F)cc2)Oc2ccc(NS(=O)(=O)c3ccccc3)cc2C1=O,0.8%,/,26%,-6%,6%,
COc1cc2c(cc1OC)C1=NC(=O)CN1C(SCc1ccccc1)=N2,3.4%,10%,-8%,-4%,6%,
CCOC(=O)c1csc(N/N=C2\CCc3ccccc32)n1,6.1%,3%,1%,12%,10%,
CN(CCOc1ccc(Cl)cc1)C(=O)c1cccc(S(=O)(=O)N2CCN(c3ccccc3)CC2)c1,2.9%,/,/,/,-3%,
CC1(c2ccccc2)NC(=O)N(NC(=O)CSc2n[nH]c(N)n2)C1=O (stereo not given),4.1%,9%,-8%,-3%,0%,
COc1cc2c(cc1OC)C(C(=O)Nc1ccccc1N1CCN(C)CC1)C1c3ccccc3CCN1C2=O (stereo not given),0.4%,7%,10%,6%,-2%,
Cc1cc(Br)ccc1SCC(=O)OCC(=O)c1c(N)n(C)c(=O)n(C)c1=O,2.6%,-5%,20%,13%,-12%,
C[n+]1cccc(CNC(=O)/C=N/O)c1,1.1%,-4%,8%,-2%,-2%,
CCn1cc(C(=O)N2CCN(c3ccccc3OC)CC2)c2cc(OC)c(OC)cc2c1=O,3.0%,-16%,5%,-4%,-3%,
Cc1ccc(/C=C/C(=O)NCCCN2CCN(CCCNC(=O)/C=C/c3ccc(C)cc3)CC2)cc1,1.0%,1%,-4%,-3%,5%,
CNS(=O)(=O)c1ccc2nc(NC(=O)c3ccc(N4C(=O)CCC4=O)cc3)sc2c1,3.4%,14%,-9%,-9%,-7%,
# Next results follow.
SMILES,inhibitors of VEEV,Salmonella PhoP GFP,tuberculosis growth,M. tuberculosis HTS,H1N1 NS1A inhibition,others
COc1cccc(OC)c1C(=O)NN1CCCCC1,0.7%,2%,3%,-6%,-1%,
CN1C(=O)OC(C)(C)C1=O,0.6%,13%,-11%,-2%,-2%,
NC(=O)N/N=C1\CCS(=O)(=O)c2ccc(F)cc21,2.0%,4%,/,3%,13%,
COc1ccc(OC(C)C(=O)N(C)Cc2nc(-c3ccc(C)cc3)no2)cc1 (stereo not given),0.3%,10%,14%,-4%,-3%,
CCOc1ccc(C(C)NC(=S)NC2CCCCC2)cc1 (stereo not given),1.4%,10%,32%,5%,-4%,
Cc1ccc(/C=N/NC(=O)CNC(=O)c2ccc(S(=O)(=O)N3CCCC3)cc2)o1,1.3%,-13%,23%,5%,3%,
Clc1ccc(OCc2nc(-c3ccccn3)n[nH]2)cc1,13%,-13%,?,4%,7%,
CCc1nc(N2CCCCC2)c2oc3ccccc3c2n1,i,10%,35%,7%,-3%,
